AddAB inh – less growth of phage-infected E. coli with AddAB | inhibition, % at 11.9 µM | AID 435030 | E. coli expressing H. pylori AddAB, absorbance growth | 0.29% of 330,000 active; in the data active means inhibition above about 12%;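 further: 0% = vehicle wells of infected cells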
CAL PDZ FP-1 – human CAL PDZ-peptide interaction inhibition | purified CAL PDZ, TMR-peptide fluorescence polarization, 1 h | inhibition, % at 20 µM | 0.02% of 330,000 active | AID 504414;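 active means highest replicate inhibition of at least 40%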;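 further: plate controls were DMSO neutral control wells for no effect and unlabeled competitor peptide control wells for full effect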
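Material: tagged CAL PDZ protein CerCALP, purified; buffer or medium: sodium phosphate/NaCl buffer pH 7.4 with TCEP, IgG, Thesit; also added: fluorescent TMR peptide probe; schedule: 1 h incubation at room temperature before polarization reading; technique: fluorescence polarization from S- and P-plane intensities, G-factor corrected; control set: unlabelled peptide and DMSO controls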
SR-BI HDL uptake – blocks mouse SR-BI lipid uptake from DiI-HDL | inhibition, % at 12.5 µM | 0.96% of 320,000 active | Q61009 | ldlA[mSR-BI] CHO cells, DiI-HDL uptake fluorescence, 3 h;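 active means mean replicate inhibition of at least 70% and a set share of replicates each scoring 70 or more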;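 further: 0% = median of neutral control wells and 100% = median of positive control wells; values of inactives mirror those of a sister screen read the other way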
Target sequence (Q61009 whole entry, looked up): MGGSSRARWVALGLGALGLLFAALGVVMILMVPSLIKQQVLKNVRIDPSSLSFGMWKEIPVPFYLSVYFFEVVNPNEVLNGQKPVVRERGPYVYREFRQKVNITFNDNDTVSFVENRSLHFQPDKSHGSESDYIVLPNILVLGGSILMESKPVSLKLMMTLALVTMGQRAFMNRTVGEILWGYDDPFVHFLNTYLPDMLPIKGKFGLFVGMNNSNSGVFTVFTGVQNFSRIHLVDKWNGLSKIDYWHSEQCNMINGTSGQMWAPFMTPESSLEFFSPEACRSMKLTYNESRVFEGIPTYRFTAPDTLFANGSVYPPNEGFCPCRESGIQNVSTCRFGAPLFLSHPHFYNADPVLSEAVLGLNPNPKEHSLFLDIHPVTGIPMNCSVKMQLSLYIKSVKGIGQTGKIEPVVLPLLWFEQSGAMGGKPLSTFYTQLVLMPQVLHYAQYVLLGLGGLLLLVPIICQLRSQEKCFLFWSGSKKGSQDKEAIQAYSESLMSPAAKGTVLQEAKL
phage Ecoli inh – E. coli growth loss with phage present. growth absorbance. inhibition, % at 11.9 µM. 0.26% of 360,000 active; in the data active means inhibition above about 11%
SR-BI DiI-HDL act – SR-BI HDL lipid transfer activation | 0.096% of 320,000 active | CHO ldlA[mSR-BI] cells, DiI-HDL uptake fluorescence, 3 h; 100 = double the neutral-control signal | activation, % at 12.5 µM;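 active means mean replicate activation of at least 60% and every replicate at or above 60%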;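 further: 0% = median plate neutral-control signal and 100% = twice that signal; values of inactives mirror those of a sister screen read the other way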
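System: CHO ldlA[mSR-BI] cells / Medium: HEPES-buffered (25 mM, pH 7.4) F12 plus 0.5% BSA / Probe or stimulus: labelled HDL, 10 µg/mL / Doses: single compound concentration, delivered by pin transfer / Schedule: 3 h, 37 °C / Measured by: DiI fluorescence, bottom read / Measure: cell-associated DiI fluorescence as measure of HDL uptake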
MITF act – activators of MITF-driven TRPM1 promoter activity in SK-MEL-5 cells; 0.75% of 300,000 active; SK-MEL-5 TRPM1-promoter luciferase, 24 h; % of positive control, neutral wells = 0; activation, % at 12.5 µM;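 active means mean activation of at least 80% with every replicate also reaching 80%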;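 further: 0% = neutral control wells and 100% = parthenolide positive control wells; values of inactives mirror those of a sister screen read the other way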
CAL PDZ FP-2 – blocks peptide binding to the human CAL PDZ domain | Q9HD26 | purified CAL PDZ, TMR-peptide fluorescence polarization, 1 h | inhibition, % at 24.9 µM | 0.92% of 300,000 active | AID 602252;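 active means mean inhibition of at least 30% with at least half of replicates also reaching 30%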;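 further: 0% = DMSO neutral control and 100% = excess unlabeled competitor peptide PRC23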
Wnt bcat act – activates Wnt/beta-catenin signaling in a reporter cell assay; activator, plate reader; activation, % at 9.35 µM; 1.2% of 300,000 active; in the data active means activation above about 30%, passing the limit was not always enough;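 further: 0% = neutral control wells and 100% = positive control wells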
Tat transport – E. coli Tat transport inhibition; AID 488895; 0.036% of 340,000 active; E. coli MC4100 TorA-mCherry Tat export, fluorescence; inhibition, % at 10 µM;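 active means mean replicate inhibition at least 50% and at least half of replicates individually reaching 50%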;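 further: exported cargo escapes ClpAP degradation while cytoplasmic cargo is degraded and loses fluorescence; 0% = median of neutral control wells and 100% = median of NaSCN control wells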
E coli growth – bacterial growth inhibition, counter-screen for AddAB inhibitors; inhibition, % at 11.9 µM; E. coli V3065 growth, OD600 absorbance, 18 h; 0.27% of 330,000 active;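 active means inhibition above the campaign's mean inhibition across all tested compounds plus 3 SD, cut at about 9.9% in these data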;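 further: uninfected addAB+ strain grown without phage in ampicillin broth; 0% = DMSO wells and 100% = ciprofloxacin 0.95 µg/ml wells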
* marks the source's active call; other numbers are inactive results; / = no result given.

SMILES	AddAB inh	CAL PDZ FP-1	SR-BI HDL uptake	phage Ecoli inh	SR-BI DiI-HDL act	MITF act	CAL PDZ FP-2	Wnt bcat act	Tat transport	E coli growth
Cc1ccc(CN(Cc2cc3cccc(C)c3[nH]c2=O)C(=O)N(C)C)cc1	0.2	-0.4	-3	2.5	3	-12	-2	-7	-4	-0.6
COc1ccc(-c2csc(NC(=O)CSc3nc(SC)ns3)n2)cc1	3.1	-2.9	41	2.9	-41	-9	2	3	0	2.1
O=C(c1ccco1)N1CCN(C(=O)c2ccc(CS(=O)c3ccc(Cl)cc3)o2)CC1 (centres undefined)	2.7	-1.5	-7	-1.5	7	3	0	-1	-5	-1.0
CCN1CCN(CC(O)COCC2COc3ccccc3O2)CC1 (centres undefined)	-2.9	-1.2	-11	-1.8	11	-10	-1	-1	1	-1.3
CCOc1cc(C2NC(=O)N(C)C(C)=C2C(=O)OC)cc(Br)c1O (centres undefined)	0.8	-1.7	15	0.5	-15	-1	-1	/	1	1.2
Cc1nn(C)c(-c2n[nH]c(=S)n2-c2ccccc2)c1Cl	2.6	0.0	/	-0.1	/	-12	-1	-1	-15	-0.5
COc1ccc(NC(=O)c2ccccc2NS(=O)(=O)c2ccc(C)cc2)c([N+](=O)[O-])c1	-0.7	-2.3	2	1.9	-2	-13	0	2	1	3.8
CC(=O)SC(C)CC(=O)Nc1ccccc1 (centres undefined)	1.1	/	6	0.5	-6	-2	-6	3	0	-1.3
COc1ccc(S(=O)(=O)N2CCC(C(=O)NCCC(=O)Nc3cccc(OC)c3)CC2)cc1	1.5	-1.5	-5	0.2	5	-5	1	-2	-3	-0.8
CCc1sc(C(=O)Nc2cccnc2)cc1Br	-0.6	-4.1	11	2.3	-11	44	-2	9	-3	0.8
CCOC(=O)N1CCN(S(=O)(=O)c2cc(OCC(=O)NC3CCCCC3)c(C)cc2Cl)CC1	1.3	-0.4	25	0.7	-25	/	-8	/	2	0.8
Cc1cccn2c(=O)c(C(=O)NC3CC(C)CC(C)(C)C3)c(O)nc12 (centres undefined)	0.2	-0.8	58	1.7	-58	-39	-4	-4	-13	-1.9
COc1cc(C(=O)NNC(=O)c2cccn2C)cc(OC)c1OC	1.9	0.4	33	3.2	-33	0	0	-6	1	0.8
O=C(NCCO)c1cccc(Cl)c1	-0.2	/	19	1.7	-19	/	-1	/	5	1.7
Cc1nn(C)c(C)c1NS(=O)(=O)c1cccc(Br)c1	-3.3	-0.9	-7	2.8	7	2	-4	-1	5	-3.3
Cc1ccccc1S(=O)(=O)NNC(=O)C(=O)NNc1ccccn1	0.9	-1.3	-15	-0.6	15	2	-1	-2	7	0.8
COc1ccc(NC(=O)[C@@H]2CC=C[C@@H]3CCN(Cc4ccccc4)C(=O)[C@@H]32)cc1	0.1	0.6	3	2.7	-3	8	-1	-3	-1	0.3
Cc1ccc(NC(=O)c2sc3ncn(CC(=O)N4CCN(c5ccccn5)CC4)c(=O)c3c2C)cc1Cl	1.9	0.2	68	0.6	-68	6	-2	-2	4	-3.3
COc1cc(C)nc(N2CCCC(C(=O)NCC(C)C)C2)n1 (centres undefined)	1.9	0.7	-24	0.2	24	-2	-4	/	-6	-0.5
COc1ccc(NC(=O)c2cc(S(=O)(=O)N3CCOCC3)cn2C)c(OC)c1	-0.2	-1.2	31	1.8	-31	/	-11	4	0	-0.3
CC(C)(C)OC(=O)C[C@@H]1C/C=C\C[C@@H](CC(=O)N(CCO)Cc2ccccc2)C(=O)N2CCC[C@H]2COC1=O	4.9	-0.4	17	1.7	-17	6	-1	-2	-4	0.4
COc1ccc(-c2ccnc(-c3ccncc3)n2)cc1	4.5	-0.4	1	3.1	-1	/	-2	0	-6	-0.3
CN(C)C(=O)CCc1ccc2c3c([nH]c2c1)[C@]1(C)[C@@H](C(=O)N2CCCCC2)C[C@H](CC(=O)NCCc2ccccn2)C(=O)N1CC3	0.1	0.5	-17	2.8	17	6	-2	-1	-5	-0.5
CC1S/C(=C(\C#N)C(=O)NCc2ccco2)N(Cc2ccco2)C1=O (centres undefined)	0.0	0.6	1	1.3	-1	-3	1	/	2	1.8
COc1ccc(N(C(=O)Cn2nnc(-c3ccc(Cl)cc3)n2)C(C(=O)NCC2CCCO2)c2ccc(C)cc2)cc1 (centres undefined)	1.8	-0.7	9	1.2	-9	/	1	-7	-4	-0.8

Looked up above.
Reading of COc1ccc(NC(=O)[C@@H]2CC=C[C@@H]3CCN(Cc4ccccc4)C(=O)[C@@H]32)cc1 under Tat transport: -1
Reading of COc1ccc(NC(=O)c2cc(S(=O)(=O)N3CCOCC3)cn2C)c(OC)c1 under Wnt bcat act: 4
Reading of CCN1CCN(CC(O)COCC2COc3ccccc3O2)CC1 (centres undefined) under SR-BI HDL uptake: -11
Reading of CN(C)C(=O)CCc1ccc2c3c([nH]c2c1)[C@]1(C)[C@@H](C(=O)N2CCCCC2)C[C@H](CC(=O)NCCc2ccccn2)C(=O)N1CC3 under SR-BI DiI-HDL act: 17
Reading of Cc1ccccc1S(=O)(=O)NNC(=O)C(=O)NNc1ccccn1 under phage Ecoli inh: -0.6
Reading of COc1cc(C)nc(N2CCCC(C(=O)NCC(C)C)C2)n1 (centres undefined) under E coli growth: -0.5
Reading of CCc1sc(C(=O)Nc2cccnc2)cc1Br under Tat transport: -3

One compound at a time, as listed above. Order of screens: AddAB inh, CAL PDZ FP-1, SR-BI HDL uptake, phage Ecoli inh, SR-BI DiI-HDL act, MITF act, CAL PDZ FP-2, Wnt bcat act, Tat transport, E coli growth
CN(C)C(=O)CCc1ccc2c3c([nH]c2c1)[C@]1(C)[C@@H](C(=O)N2CCCCC2)C[C@H](CC(=O)NCCc2ccccn2)C(=O)N1CC3 reads 0.1, 0.5, -17, 2.8, 17, 6, -2, -1, -5, -0.5
CCOC(=O)N1CCN(S(=O)(=O)c2cc(OCC(=O)NC3CCCCC3)c(C)cc2Cl)CC1 reads 1.3, -0.4, 25, 0.7, -25, /, -8, /, 2, 0.8

Back to the main list with the 5 entries that preceded the break.
SMILES	AddAB inh	CAL PDZ FP-1	SR-BI HDL uptake	phage Ecoli inh	SR-BI DiI-HDL act	MITF act	CAL PDZ FP-2	Wnt bcat act	Tat transport	E coli growth
CC(C)(C)OC(=O)C[C@@H]1C/C=C\C[C@@H](CC(=O)N(CCO)Cc2ccccc2)C(=O)N2CCC[C@H]2COC1=O	4.9	-0.4	17	1.7	-17	6	-1	-2	-4	0.4
COc1ccc(-c2ccnc(-c3ccncc3)n2)cc1	4.5	-0.4	1	3.1	-1	/	-2	0	-6	-0.3
CN(C)C(=O)CCc1ccc2c3c([nH]c2c1)[C@]1(C)[C@@H](C(=O)N2CCCCC2)C[C@H](CC(=O)NCCc2ccccn2)C(=O)N1CC3	0.1	0.5	-17	2.8	17	6	-2	-1	-5	-0.5
CC1S/C(=C(\C#N)C(=O)NCc2ccco2)N(Cc2ccco2)C1=O (centres undefined)	0.0	0.6	1	1.3	-1	-3	1	/	2	1.8
COc1ccc(N(C(=O)Cn2nnc(-c3ccc(Cl)cc3)n2)C(C(=O)NCC2CCCO2)c2ccc(C)cc2)cc1 (centres undefined)	1.8	-0.7	9	1.2	-9	/	1	-7	-4	-0.8
Cc1ccc(C(=O)OCC(=O)Nc2ccccc2Sc2ccccc2)cc1C	-3.4	-1.6	7	0.7	-7	15	-4	6	-5	-2.1
CN(Cc1ccccc1)S(=O)(=O)c1cccc(C(=O)O)c1	-0.7	-0.3	-13	3.4	13	-4	0	0	1	-3.3
O=C(N/N=C\C=C\c1ccc2c(c1)OCO2)c1ccc(F)cc1	-1.0	0.3	9	3.5	-9	3	-3	-1	-6	-2.0
Cc1ccc(NC(=O)c2csc3c2CCCC3)cc1	0.5	-1.2	32	-0.3	-32	46	0	34*	7	4.3
O=C(Nc1cc(C(F)(F)F)ccc1N1CCCCC1)c1cccc([N+](=O)[O-])c1	1.4	-0.2	58	2.2	-58	2	/	-3	10	1.2
CC(Cc1cccs1)NC(=O)NC1CCCCC1 (centres undefined)	0.5	0.4	-34	2.8	34	73	1	22	3	-1.3
CN(C)CCCNC1=CC(=O)CC(c2ccccc2)C1 (centres undefined)	0.9	-1.0	0	0.1	0	-4	-2	1	0	0.9
O=C(Nc1nccs1)c1cc(S(=O)(=O)N2CCOCC2)ccc1Cl	-4.5	-1.7	-15	1.3	15	6	-2	/	4	-2.4
O=C(COc1ccc(S(=O)(=O)N2CCOCC2)cc1Cl)NCC1CCCO1 (centres undefined)	1.5	-1.7	/	0.2	/	4	-2	-3	-3	-0.8
O=S(=O)(Nc1ccc(-n2cnnn2)cc1)c1ccc(Cl)cc1	3.1	-0.8	-7	2.7	7	1	-3	0	-1	1.1
CCN(CC(=O)Nc1c(F)cccc1F)C(=O)C1CCN(S(=O)(=O)c2ccc(C)c(C)c2)CC1	-0.3	-1.9	-14	4.6	14	-16	2	1	2	-0.3
CCOc1ccc(-n2c(SCC(=O)c3c(N)n(C)c(=O)n(C)c3=O)nnc2-c2cccnc2)cc1	-0.8	-0.5	-10	4.4	10	5	-2	-3	-7	-2.3
COc1ccccc1NS(=O)(=O)c1cc(NC(=O)c2cccnc2)ccc1N1CCCCC1	0.9	-2.1	15	2.7	-15	-41	/	-8	2	-0.6
Cc1cc(C)c(C#N)c(SCc2c(F)cccc2[N+](=O)[O-])n1	1.9	-0.8	9	0.9	-9	-7	0	-2	29	-2.4
COc1cccc(N/C(SC)=C(/C#N)C(N)=O)c1	3.7	0.1	6	1.9	-6	-5	0	/	-1	0.1
Cc1cc(C(=O)O)ccc1NCc1ccncc1	0.4	0.5	-2	-2.6	2	5	14	0	-10	0.1
CC(=O)Nc1ccc(CN2CCCC(CCC(=O)NCc3ccccc3F)C2)cc1 (centres undefined)	1.7	-0.6	12	2.7	-12	-5	/	-3	5	2.9
Cn1cc(C(=O)N/N=C/c2cccc(O)c2)ccc1=O	0.5	0.3	-10	4.9	10	6	2	-1	-8	-1.5
COC(=O)c1ccccc1NC(=O)Cc1nc(-c2ccccc2)sc1-c1ccc(C)cc1	0.6	-2.2	59	-1.3	-59	10	-5	-2	-4	-2.3
CCOC(=O)CN1C(=O)S/C(=C/c2ccc3c(c2)n(C)c(=O)n3C)C1=O	-0.2	-2.2	-13	4.7	13	46	-1	/	-2	0.8
COCCCNC(=O)c1cc(S(=O)(=O)NCCCN2CCCC2=O)ccc1Cl	1.3	0.4	-14	2.8	14	/	4	2	-7	1.6
C[C@@H]1NS(=O)(=O)[C@H]2C[C@@H]3C=C[C@]2(O3)[C@H]1OC(=O)c1ccc(C(C)(C)C)cc1	-0.3	1.5	20	1.7	-20	-8	1	-3	-6	-2.7
CC(NC(=O)c1cccs1)c1n[nH]c(=S)n1C (centres undefined)	1.9	-3.8	6	3.8	-6	17	-4	-1	4	0.3

Screens: PubChem, several laboratories
